Scp1 inh: inhibitors of human Scp-1 phosphatase. Recombinant Scp1, phosphopeptide, malachite green phosphate absorbance. inhibition, % at 20 µM. 340,000 compounds, 0.88% hits;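 active = inhibition above about 50% at 20 µM, limit read from the data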;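 also: plate controls were DMSO wells with enzyme for no effect and wells lacking enzyme for full effect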
Target sequence (Q9GZU7 76-261 limits assumed): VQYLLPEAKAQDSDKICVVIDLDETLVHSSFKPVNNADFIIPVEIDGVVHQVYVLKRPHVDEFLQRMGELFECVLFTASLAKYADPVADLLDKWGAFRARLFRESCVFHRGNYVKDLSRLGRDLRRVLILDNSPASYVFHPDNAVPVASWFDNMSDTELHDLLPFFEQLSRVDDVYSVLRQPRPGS
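Times: enzyme reaction 45 min at room temperature, colour 5 min, stabilisation 30 min. Material: SCP-1 catalytic fragment, aa 76-261. Medium: Acidic Tris acetate buffer with magnesium and detergent. Signal: colorimetric free-phosphate detection, absorbance 630 nm. Read-out basis: % inhibition of SCP-1 phosphate liberation. Reagent: Phosphorylated 17-residue peptide substrate.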
Neddyl block: blocks human cullin neddylation; TR-FRET cullin neddylation, biochemical; calls only at 25 µM; 360,000 compounds, 0.58% hits; in the data active = inhibition above about 36%
SUMO1 PPI mod: modulators of human SUMO1-mediated protein-protein interactions | P63165 | SUMO1 binding to a labelled peptide, TR-FRET, 1 h | inhibition, % at 20 µM | 360,000 compounds, 0.33% hits | AID 602429; in the data active = inhibition above about 37%
Rpn11 block: Rpn11 (human) deubiquitinase inhibition; 360,000 compounds, 0.59% hits; human 26S proteasome, Ub4-pepOG fluorescence polarization; 20S core pre-blocked with epoxomicin; calls only at 20 µM;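 active = inhibition at 20 µM, scaled to each plate's controls, above about 33%, limit read from the data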
Rin1 Abl inh: inhibitors of human Rin1-Abl protein interaction; inhibition, % at 7.35 µM; 360,000 compounds, 0.4% hits; TR-FRET Rin1/Abl binding, biochemical; AID 588664; in the data active = inhibition above about 5%, passing the limit was not always enough
NadD block: inhibitors of Staphylococcus aureus NadD. purified NadD enzyme, colorimetric absorbance read-out. inhibition, % at 20 µM. 360,000 compounds, 0.78% hits; in the data active = inhibition above about 26%; also: some compounds past the cut are filed as inactive
STEP block: STEP (human) phosphatase inhibition | recombinant STEP, OMFP fluorogenic substrate, fluorescence | inhibition, % at 20 µM | 360,000 compounds, 0.25% hits | AID 588621;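 active = inhibition at 20 µM, scaled per plate between control wells, above about 37%, limit read from the data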;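 also: 0% = DMSO with enzyme and substrate and 100% = substrate only without enzyme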
Target sequence (P54829 whole entry, looked up): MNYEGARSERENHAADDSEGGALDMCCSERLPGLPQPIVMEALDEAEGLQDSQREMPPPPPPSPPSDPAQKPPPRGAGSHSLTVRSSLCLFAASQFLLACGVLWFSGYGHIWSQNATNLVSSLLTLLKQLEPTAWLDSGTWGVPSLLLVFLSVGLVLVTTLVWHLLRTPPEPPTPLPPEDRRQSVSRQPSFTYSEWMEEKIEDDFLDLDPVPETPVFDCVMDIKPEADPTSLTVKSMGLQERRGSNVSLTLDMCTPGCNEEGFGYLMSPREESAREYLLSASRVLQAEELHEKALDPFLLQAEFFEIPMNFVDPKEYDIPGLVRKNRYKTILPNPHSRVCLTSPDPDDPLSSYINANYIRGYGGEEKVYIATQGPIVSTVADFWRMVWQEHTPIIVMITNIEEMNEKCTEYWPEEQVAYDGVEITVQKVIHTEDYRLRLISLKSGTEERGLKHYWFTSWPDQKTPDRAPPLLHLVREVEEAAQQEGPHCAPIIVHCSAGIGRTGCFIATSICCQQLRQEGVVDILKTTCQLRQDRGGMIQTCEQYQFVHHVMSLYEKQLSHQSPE
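System: STEP phosphatase, cell-free reaction; Buffer or medium: Bis-Tris pH 6.0 buffer with DTT, detergent; Incubation: 20 min at room temperature, dark; Measured by: fluorescence, 480/540 nm.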
DNMT1 inh: blocks human DNA methyltransferase DNMT1. P26358. DNMT1 molecular beacon, Hinp1I cleavage, fluorescence. inhibition (reported as % activation of signal), % at 10 µM. 360,000 compounds, 0.83% hits. AID 588458; in the data active = inhibition above about 50%
CSN deneddyl inh: CSN deneddylation inhibition. 360,000 compounds, 0.38% hits. Q92905. Purified CSN, SCF-Nedd8-OG deneddylation, fluorescence polarization. inhibition, % at 12.5 µM;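 active = pattern-corrected inhibition above about 35%, with an unprinted fluorescence ratio check between 0.5 and 1.5, limit read from the data, passing the limit was not always enough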;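 also: 0% = enzyme with substrate and 100% = substrate without enzyme; some results filed as inactive read as strong as hits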
Target sequence (Q92905 whole entry, looked up, one chain of several): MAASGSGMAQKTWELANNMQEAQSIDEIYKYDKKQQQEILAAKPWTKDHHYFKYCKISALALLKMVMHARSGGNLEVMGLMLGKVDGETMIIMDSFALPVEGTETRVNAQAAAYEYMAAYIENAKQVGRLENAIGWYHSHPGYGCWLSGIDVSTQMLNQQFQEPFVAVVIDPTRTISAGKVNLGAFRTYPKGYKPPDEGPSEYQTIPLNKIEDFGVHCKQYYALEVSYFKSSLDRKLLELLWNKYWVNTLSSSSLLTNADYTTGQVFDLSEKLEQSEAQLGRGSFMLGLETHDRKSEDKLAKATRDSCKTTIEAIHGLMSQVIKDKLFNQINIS
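test system = HEK293T-derived human Csn5 enzyme | amount = 0.24 nM Csn5 enzyme, final concentration | medium = Tris/NaCl/DTT buffer, pH 7.5 | schedule = 90 min reaction at room temperature | signal = FP | evaluation = inhibition of Csn5 cleavage, % | compound dosing = single dose of 12.5 µM compound with 0.25% DMSO | probe or stimulus = 10 nM SCFSkp2-Nedd8OG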
LMPTP inh: LMPTP (human) inhibition | recombinant LMPTP-A, OMFP fluorogenic substrate, fluorescence intensity | inhibition, % at 20 µM | 360,000 compounds, 0.22% hits | P24666 | AID 651560;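 active = compounds that cut the enzyme signal by at least half of the control window in the single-dose screen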;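 also: plate controls were DMSO wells with enzyme plus substrate for no effect and substrate without enzyme for full effect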
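Assay system: LMPTP-A phosphatase enzyme | Input: 0.625 nM enzyme | Also added: Fluorogenic phosphatase substrate OMFP at 400 µM final | Compound dosing: One test concentration per compound, 20 µM, with 3% DMSO overall | Schedule: 50 min enzyme reaction at room temperature, protected from light | Signal: Fluorescence intensity | Benchmarks: no-enzyme and uninhibited controls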
* = called active by the depositor; i = inactive; x = not tested or not shown.

Fields: Scp1 inh	Neddyl block	SUMO1 PPI mod	Rpn11 block	Rin1 Abl inh	NadD block	STEP block	DNMT1 inh	CSN deneddyl inh	LMPTP inh
1: CCN1CCN(C(=O)C2CCCN(c3ncnc4c3nc3n4CCCCC3)C2)CC1 (configuration not stated)
    1	i	5	i	-1	-7	-4	2	2	-1.2
2: CCC(c1nc2ccccc2[nH]1)n1c(=O)c(-c2ccco2)nc2ccccc21 (configuration not stated)
    x	i	-7	x	x	x	x	x	34	2.5
3: O=C(CCNC(=O)c1ccco1)Nc1ccc(N2CCOCC2)cc1
    -6	i	-1	i	0	-5	-2	1	6	-0.5
4: CC(CCc1ccccc1)NC(=O)CN1CCN(Cc2ccc(Cl)cc2)C1=O (configuration not stated)
    -12	i	7	i	-3	6	0	-2	4	0.9
5: N#Cc1ccc(-n2nccc2-c2cnc3n(c2=O)CCS3)cc1
    -6	i	0	i	2	-3	-2	5	4	-1.1
6: COc1ccc(S(=O)(=O)Nc2ccccc2C(=O)Nc2nc(-c3ccc(F)cc3)cs2)cc1OC
    -13	x	14	i	3	2	-1	-31	3	4.3
7: CCN(CC)S(=O)(=O)c1ccc(N2CC(C(=O)Nc3cccc(C(=O)NC4CC4)c3)CC2=O)cc1 (configuration not stated)
    7	i	2	i	4	-2	-1	4	6	1.3
8: C/C(=N/O)c1no[n+]([O-])c1/C(C)=N\O
    -11	i	4	i	-1	-7	0	2	111	-2.1
9: COc1ccc(-c2nc(CN3CCN(c4ncccn4)CC3)c(C)o2)cc1C
    1	i	4	i	1	0	0	1	-7	1.4
10: COc1ccc(C(=O)N2CCN(S(=O)(=O)c3ccc(Cl)cc3)CC2)cc1OC
    -7	i	0	i	-1	-1	2	1	-1	-1.0
11: O=C(Nc1ccc(S(=O)(=O)Nc2ncccn2)cc1)c1nn(Cc2ccccc2)c(=O)c2ccccc12
    -22	i	0	i	-9	34*	-1	-1	3	0.5
12: COc1cccc(N2CCN(C(=O)CN(c3cc(C)cc(C)c3)S(=O)(=O)c3c(C)noc3C)CC2)c1
    -13	i	-5	i	-4	-6	-1	-3	0	3.2
13: Cc1ccc(C)c(N/N=C2\CCCNC2=O)c1
    -4	i	-3	i	-1	-4	0	-7	-3	0.2
14: COC(=O)c1cc(=O)nc2sc(-c3ccccc3)nn12
    -2	i	-9	i	-7	-4	-3	0	-2	0.4
15: CCOc1ccc(C(C(=O)NC2CCCC2)N(Cc2ccccc2)C(=O)c2nsc(Cl)c2Cl)cc1 (configuration not stated)
    -14	i	3	i	3	-7	3	-1	-2	4.8
16: CCC(c1nc2ccccc2[nH]1)n1c(-c2ccnc(Cl)c2)nc2ccccc21 (configuration not stated)
    x	i	1	x	x	x	x	x	-1	-0.3
17: O=C(CCc1ccccc1)Nc1nc2n(n1)C(c1ccccc1)CC(=O)N2 (configuration not stated)
    -13	i	-2	i	0	-1	-4	0	0	-0.3
18: COc1ccc(O)c(/C=N/NC(=O)CCC(=O)Nc2cccc(C)c2)c1
    -6	i	-11	i	-5	-6	-1	-1	0	-0.8
19: CCOc1ccc(-c2cccc(NS(=O)(=O)c3cccc([N+](=O)[O-])c3)c2)nn1
    x	i	-16	i	3	6	-3	0	-1	0.5
20: COc1cccc(-c2cc(C(=O)Nc3ccc([N+](=O)[O-])cn3)c3ccccc3n2)c1
    -5	i	-10	i	1	15	-2	-6	-7	0.4

From compound 11 up to 15, as listed above:
Fields: Scp1 inh	Neddyl block	SUMO1 PPI mod	Rpn11 block	Rin1 Abl inh	NadD block	STEP block	DNMT1 inh	CSN deneddyl inh	LMPTP inh
11: O=C(Nc1ccc(S(=O)(=O)Nc2ncccn2)cc1)c1nn(Cc2ccccc2)c(=O)c2ccccc12
    -22	i	0	i	-9	34*	-1	-1	3	0.5
12: COc1cccc(N2CCN(C(=O)CN(c3cc(C)cc(C)c3)S(=O)(=O)c3c(C)noc3C)CC2)c1
    -13	i	-5	i	-4	-6	-1	-3	0	3.2
13: Cc1ccc(C)c(N/N=C2\CCCNC2=O)c1
    -4	i	-3	i	-1	-4	0	-7	-3	0.2
14: COC(=O)c1cc(=O)nc2sc(-c3ccccc3)nn12
    -2	i	-9	i	-7	-4	-3	0	-2	0.4
15: CCOc1ccc(C(C(=O)NC2CCCC2)N(Cc2ccccc2)C(=O)c2nsc(Cl)c2Cl)cc1 (configuration not stated)
    -14	i	3	i	3	-7	3	-1	-2	4.8

(listing goes on)
Fields: Scp1 inh	Neddyl block	SUMO1 PPI mod	Rpn11 block	Rin1 Abl inh	NadD block	STEP block	DNMT1 inh	CSN deneddyl inh	LMPTP inh
21: CN(C)c1ccc(C(=S)N2CCN(S(=O)(=O)c3ccccc3)CC2)cc1
    0	i	1	i	-3	-3	1	-1	-1	-1.5
22: O=C(NCc1ccc(Cl)cc1)c1cnn2ccccc12
    -9	i	0	i	0	6	-2	1	-4	-0.6
23: COc1ccc(CNC(=O)c2cccnc2)cc1
    -8	i	3	i	4	-1	-1	0	3	-0.5
24: COc1cc(CO)cc(Br)c1OCC(=O)N1CCCCC1
    -7	i	4	i	-4	8	3	5	2	-0.5
25: O=C(Oc1ccc(NC2=NS(=O)(=O)c3ccccc32)cc1)c1cccnc1
    -9	i	2	i	0	5	0	5	6	-0.9
26: CCOC(=O)N1CCC(NC(=O)c2ccc(CS(=O)c3cccc(Cl)c3)o2)CC1 (configuration not stated)
    -9	i	-2	i	-1	-5	-3	0	1	0.2
27: Cc1ccc(CNC(=S)Nc2ccc3c(c2)c(=O)n(C)n3Cc2cccc(C(F)(F)F)c2)cc1
    x	x	31	i	2	7	2	-30	-4	1.1
28: O=C(NCc1ccon1)C1CCC(=O)N(Cc2cccc(C(F)(F)F)c2)C1 (configuration not stated)
    -2	i	-1	i	-1	7	1	1	-2	-0.1
29: COc1ccc(CCNC(=O)Cn2c(=O)n(CC3CCCO3)c(=O)c3ccccc32)cc1OC (configuration not stated)
    16	i	1	i	-1	0	-3	0	-3	-0.4
30: CC(=O)N1CCC(=NNc2ncc(C(F)(F)F)cc2Cl)CC1
    -9	i	-2	i	1	-7	-1	4	7	-0.5
31: O=C(Cc1cccc2ccccc12)Nc1nnc(-c2cccc([N+](=O)[O-])c2)s1
    0	i	-4	i	0	19	3	24	-5	0.8
32: CC(C)NC(=O)N(Cc1ccc(Cl)cc1)Cc1cccs1
    -8	i	1	i	2	-3	-2	2	-4	-0.4
33: Cn1c(CNC2CCCCC2)nc2ccccc21
    -7	i	-3	i	-1	-3	-2	1	1	-0.5
34: CN(C)S(=O)(=O)c1ccc(C(=O)Nc2ccc3ncccc3c2)cc1
    -8	i	-2	i	3	-4	0	6	5	3.6
35: CCCSc1cc(Cl)nc(N)n1
    -2	i	0	i	2	-4	1	5	6	3.6
36: COc1ccc(C(=O)NNC2CC(=O)N(Cc3ccccc3)C2=O)cc1OC (configuration not stated)
    1	i	4	i	-2	0	-1	3	-8	-1.9
37: COc1ccc(-c2csc(NC(=O)CN3C(=O)C4CCCCC4C3=O)n2)cc1OC (configuration not stated)
    -2	i	7	i	2	-2	0	-8	4	2.2
38: O=C(COc1ccc(Br)cc1Cl)N1CCN(c2ccccn2)CC1
    -2	i	6	i	-2	-4	0	-2	-6	1.6
39: CC1(C)CC(CCC(=O)Nc2ccc(S(N)(=O)=O)cc2)C(=O)O1 (configuration not stated)
    -4	i	-1	i	1	-6	2	0	1	-0.3
40: Cc1c(C(=O)Nc2nccs2)oc2ccccc12
    x	i	-6	i	-3	-4	-1	3	2	-0.2
41: Cc1ccc(NC(=O)CNC(C)c2ccccc2)cc1 (configuration not stated)
    -2	i	1	i	1	-2	-3	2	2	-2.3
42: COC(=O)c1ccc(C2/C(=C(/O)c3ccc4c(c3)CC(C)O4)C(=O)C(=O)N2Cc2cccnc2)cc1 (configuration not stated)
    -6	i	-8	i	1	7	3	-1	-1	5.3
43: O=C(COc1ccccc1[N+](=O)[O-])N1CCC(Cc2ccccc2)CC1
    -7	i	-12	i	0	1	0	1	-7	0.3
44: CC1(c2nc3ccccc3[nH]2)c2ccccc2C(=O)N1Cc1ccccn1 (configuration not stated)
    x	i	-3	x	x	3	x	x	-4	-0.4
45: NC(=O)c1ccc(-n2nnnc2Oc2ccccc2)cc1
    0	i	-4	i	-5	-2	0	0	2	0.9
46: O=C(COc1ccc(F)cc1)N(Cc1ccc(Cl)cc1)C1CCS(=O)(=O)C1 (configuration not stated)
    -6	i	2	i	1	-2	-2	-1	-1	0.9
47: O=S(=O)(c1ccc(NC(=S)NC23CC4CC(CC(C4)C2)C3)cc1)N1CCCCC1
    x	i	16	i	-3	15	2	-2	0	4.1
48: O=C1CSC(=Nc2ccc(O)cc2)N1
    -10	i	5	i	-1	-3	4	5	1	-1.0
49: COc1ccc(COC(=O)C2CCN(C(=O)c3ccc(Cl)cc3)CC2)cc1F
    1	i	-5	i	0	-1	-1	-2	-2	0.2
50: Cc1ccc(S(=O)(=O)N2CCOCC2)cc1C(=O)NCCc1ccc(Cl)cc1
    -4	i	-2	i	4	-4	-1	1	-2	2.3
51: CCOC(=O)c1ccc(N2C(=O)C3CCCN3C2=S)cc1 (configuration not stated)
    -5	i	3	i	3	-2	0	4	-4	-1.9
52: COc1nccnc1NS(=O)(=O)c1ccc(NC(=S)NC(=O)c2cccnc2)cc1
    0	i	5	i	-3	-2	-2	-1	1	-0.2
53: Cc1cc(NC(=O)c2ccc(NC(=O)C(C)C)cc2)no1
    -10	i	0	i	4	10	-1	3	3	-1.5
54: CC(C)CN(C(=O)CSc1nnnn1C)C1CCS(=O)(=O)C1 (configuration not stated)
    -1	i	0	i	4	-10	-2	7	3	-0.8
55: CC(C)CN(C(=O)COC(=O)c1cnccn1)c1c(N)n(Cc2ccccc2)c(=O)[nH]c1=O
    -1	i	2	i	-2	3	-1	1	3	-0.6
56: CN(CCOc1ccc(Br)cc1)CC(O)c1ccccc1 (configuration not stated)
    -7	i	0	i	2	-2	2	1	1	-1.7
57: O=C(/C=C/c1ccc(F)cc1)Nc1ccc(S(=O)(=O)Nc2ncccn2)cc1
    -8	i	-6	i	-2	-1	0	-3	6	0.6
58: Cc1c(NC(=O)C2CC(c3c(F)cccc3Cl)=NO2)c(=O)n(-c2ccccc2)n1C (configuration not stated)
    -4	i	-3	i	-2	-5	-3	-4	-6	-2.3
59: Cc1c(Cl)cccc1NC(=O)CSc1nc2ncc(Cl)cc2[nH]1
    -9	i	-8	i	8	-5	4	3	-3	0.3
60: O=C(O)COc1ccc(-c2nnn(CC(=O)O)n2)cc1
    -2	i	-1	i	-3	3	-6	0	3	-1.8
61: O=S(=O)(Nc1cccc(S(=O)(=O)N2CCOCC2)c1)c1cccs1
    -5	i	5	i	0	-4	-2	0	2	-0.9

Results in sequence from above:
LMPTP inh, nos. 24–28, in order: -0.5, -0.9, 0.2, 1.1, -0.1
DNMT1 inh, nos. 24–28, in order: 5, 5, 0, -30, 1

Compound activity (PubChem)
